Mot1-301 SUMO – blocks SUMOylation pathway, rescuing yeast Mot1-301 growth | S. cerevisiae Mot1-301 growth rescue, ATP luminescence, 38.5C; percent above DMSO median, 100 means doubled | growth rescue, % at 18.8 µM | 320,000 tested, 1% active;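 active = every valid replicate shows activation above 250% relative to neutral control wells; inactive = the rest, any valid replicate at or below 250%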;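 note: OY570 slx delta 5 strain wells were the positive control but not used for scaling; some compounds called inactive have numbers as strong as hits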
PKA-R1A act – activators of PKA-R1A complex; P00514+P68181; PKA-R1A dissociation, Cy5-IP20 fluorescence polarization; scaled: DMSO 0%, 113 µM cGMP 100%; activation, % at 11.4 µM; 340,000 tested, 0.083% active; AID 504707;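 active = percent activation above the mean of all tested compounds plus 3 SD, cut at about 19% in these data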;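 note: higher means more PKAc released from R1A so a rise in polarization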
Pemphigus Ab inh – inhibitors of pemphigus antibody binding to human desmoglein-3 | P32926 | DSG3-coupled beads, scFv-anti-DSG3-GFP binding, flow cytometry; active compounds read low | binding (percent of control), % at 10 µM | 310,000 tested, 0.48% active;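 active = binding more than 3 SD below its plate's average and above zero; inconclusive = below that plate limit but binding exactly zero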;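 note: hits lower antibody fragment binding to DSG3; some compounds called inactive have numbers as strong as hits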
SR-BI DiI-HDL act – activators of SR-BI mediated HDL lipid uptake. CHO ldlA[mSR-BI] cells, DiI-HDL uptake fluorescence, 3 h; 100 = double the neutral-control signal. 320,000 tested, 0.096% active. activation, % at 12.5 µM. AID 504775;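 active = mean replicate activation of at least 60% and every replicate at or above 60%; inconclusive = mean or all-replicate condition met, but not both; inactive = mean below 60% and not all replicates reaching 60%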;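 note: 0% = median plate neutral-control signal and 100% = twice that signal; values of inactives mirror those of a sister screen read the other way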
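Test system: SR-BI-overexpressing, LDLR-lacking CHO cells; Also added: labelled HDL, 10 µg/mL; Measured by: bottom-read cell fluorescence after medium removal, ex 550/em 595 nm; Timing: 3 h uptake period with compound, 37 °C; Buffer or medium: F12, 0.5% BSA, 25 mM HEPES; Doses: single compound concentration, delivered by pin transfer.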
PKA-R2B act – activates the human PKA-R2B holoenzyme complex; 340,000 tested, 0.079% active; activation, % at 11.4 µM; PKA-R2B holoenzyme dissociation, Cy5-IP20 fluorescence polarization; R2B truncated from residue 108, S112A mutant; 0% DMSO only, 100% 113 µM cGMP; AID 504700;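 active = activation above a cutoff set at the mean over all compounds plus 3 SD, cut at about 18% in these data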;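 note: higher means more holoenzyme dissociation and a rise in polarization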
MITF act – activators of MITF-driven TRPM1 promoter activity in SK-MEL-5 cells; activation, % at 12.5 µM; 300,000 tested, 0.75% active; SK-MEL-5 TRPM1-promoter luciferase, 24 h; % of positive control, neutral wells = 0;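 active = mean activation of at least 80% with every replicate also reaching 80%; inconclusive = mean reaches 80% but some replicate falls short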;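 note: 0% = neutral control wells and 100% = parthenolide positive control wells; values of inactives mirror those of a sister screen read the other way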
dFosB activator – activators of mouse delta FosB homodimer; P13346; purified delta FosB, TAMRA-CDK5 oligo fluorescence polarization; percent of positive-control signal above neutral wells; activation, % at 25 µM; 340,000 tested, 0.99% active; AID 493131;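 active = mean activation above about 17%, with every replicate also reaching it, limit read from the data, passing the limit was not always enough; inconclusive = only one of the two conditions met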;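 note: fluorescence polarization rise as delta FosB binds a TAMRA Cdk5 AP-1 oligo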
Target sequence (P13346 whole entry, looked up): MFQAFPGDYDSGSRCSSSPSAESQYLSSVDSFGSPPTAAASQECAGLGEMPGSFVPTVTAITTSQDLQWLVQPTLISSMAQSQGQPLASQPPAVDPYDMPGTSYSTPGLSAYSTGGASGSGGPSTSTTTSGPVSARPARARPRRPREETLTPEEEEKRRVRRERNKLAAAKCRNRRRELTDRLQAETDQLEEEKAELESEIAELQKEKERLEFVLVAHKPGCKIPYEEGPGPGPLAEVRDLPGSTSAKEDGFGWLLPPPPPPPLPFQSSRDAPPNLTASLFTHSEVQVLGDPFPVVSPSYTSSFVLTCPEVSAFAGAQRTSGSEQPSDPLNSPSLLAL
NSD2 HMT inh – blocks human histone methyltransferase NSD2; O96028; NSD2 peptide methylation, AlphaScreen, 120 min; inhibition, % at 12.5 µM; 310,000 tested, 0.54% active; AID 743445; in the data active = inhibition above about 50%
Arrestin-AP2 inh – blocks beta-arrestin peptide binding to AP2 adaptin | inhibition, % at 10 µM | FITC-arrestin peptide / GST-AP2 beads, flow cytometry; AP2 beta2 appendage carries R879A mutation | 340,000 tested, 0.31% active;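 active = inhibition above a set limit, near 3 SD of compounds lacking own fluorescence, cut at about 54% in these data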;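 note: plate controls were DMSO wells for no effect and 5 µM unlabelled arrestin peptide for full effect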
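system = GST-tagged AP2 beta2-adaptin appendage (R879A) on 4 µm glutathione beads | reagent = FITC-labelled arrestin peptide probe, 50 nM final | schedule = compound with beads 12 min RT, then probe 1 h RT | signal = HyperCyt-sampled flow cytometry, FL1 channel, ex 488/em 535 nm | read-out = percent response from loss of bead-bound FITC fluorescence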
SR-BI HDL uptake – blocks mouse SR-BI lipid uptake from DiI-HDL | Q61009 | ldlA[mSR-BI] CHO cells, DiI-HDL uptake fluorescence, 3 h | inhibition, % at 12.5 µM | 320,000 tested, 0.96% active | AID 488896;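 active = mean replicate inhibition of at least 70% and a set share of replicates each scoring 70 or more; inconclusive = meets just one of the two criteria; inactive = fails both criteria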;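 note: 0% = median of neutral control wells and 100% = median of positive control wells; values of inactives mirror those of a sister screen read the other way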
CDK5 inh – CDK5/p35 (human) kinase inhibition | Q00535+Q15078 | Recombinant CDK5/p35, ADP-Glo luminescence, 60 min | inhibition, % at 10 µM | 330,000 tested, 0.01% active;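 active = highest replicate inhibition of at least 50% and at least 75% of replicates reaching 50%; inconclusive = only one of the two criteria met; inactive = both criteria failed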;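 note: plate controls were DMSO neutral control for no effect and GW8510 at 10 µM for full effect; many of its hits are not listed in these tables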
Target sequence (Q00535 whole entry, looked up): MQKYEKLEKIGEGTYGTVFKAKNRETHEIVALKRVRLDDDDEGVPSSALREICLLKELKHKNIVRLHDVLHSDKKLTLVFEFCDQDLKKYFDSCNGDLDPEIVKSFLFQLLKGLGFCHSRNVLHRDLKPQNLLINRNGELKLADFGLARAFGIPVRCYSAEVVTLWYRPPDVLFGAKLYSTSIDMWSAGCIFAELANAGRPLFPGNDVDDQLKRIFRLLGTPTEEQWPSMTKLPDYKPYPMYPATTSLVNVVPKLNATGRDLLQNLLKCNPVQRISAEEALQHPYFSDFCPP
Target sequence (Q15078 whole entry, looked up): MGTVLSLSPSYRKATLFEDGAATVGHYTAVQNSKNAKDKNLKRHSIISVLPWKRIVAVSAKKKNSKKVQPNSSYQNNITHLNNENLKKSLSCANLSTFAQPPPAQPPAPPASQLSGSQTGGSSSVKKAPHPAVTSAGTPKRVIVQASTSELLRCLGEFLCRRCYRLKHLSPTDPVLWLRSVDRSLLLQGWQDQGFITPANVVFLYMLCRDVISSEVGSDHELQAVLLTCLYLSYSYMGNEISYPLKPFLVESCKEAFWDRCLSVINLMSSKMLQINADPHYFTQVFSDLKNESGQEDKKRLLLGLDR
Starred values were filed as active, the others as inactive; ? = inconclusive; . = no result given.

SMILES	Mot1-301 SUMO	PKA-R1A act	Pemphigus Ab inh	SR-BI DiI-HDL act	PKA-R2B act	MITF act	dFosB activator	NSD2 HMT inh	Arrestin-AP2 inh	SR-BI HDL uptake	CDK5 inh
O=C(CCC(=O)OCC(=O)c1cccc([N+](=O)[O-])c1)Nc1ccccc1Cl	-13	-4	106	-13	-4	3	5	-1	-8	13	2.6
COC(=O)C1=CN(C(C)C)C=C(C(=O)OC)C1c1cc(Br)c(OC)c(OC)c1	14	14	102	25	-6	-7	-4	-63	3	-25	-0.4
COc1ccccc1NC(=O)c1ccc(-c2ccc(Br)cc2)o1	276	-5	.	0	-6	3	-11	-1	20	0	0.2
COc1cc(NC(=O)c2cc3c(=O)n(C)c4ccccc4c3n2C)cc(OC)c1OC	-22	13	110	-6	7	7	-4	.	4	6	0.7
COCCN(CC(=O)Nc1ccccc1C(F)(F)F)C(=O)c1ccc(-n2cccn2)cc1	-5	-5	.	-34	-1	9	-5	1	-6	34	-1.4
CN(CC(=O)N1CC(=O)N(CCc2ccccc2)C(=O)C1)S(=O)(=O)c1cccc2nsnc12	7	6	100	2	9	.	-9	-1	5	-2	0.6
CCC(C)(C(=O)NC1CCCC1)N(C(=O)CNC(C)=O)c1ccc(C)cc1 (centres undefined)	-11	-8	69	15	1	14	1	-48	25	-15	-1.2
S=C(NCCc1ccccc1)Nc1cnc2ccccc2c1	-13	-8	87	.	-2	66	-13	-3	10	.	-0.6
O=C(CC1SCCNC1=O)Nc1cccc(C(F)(F)F)c1 (centres undefined)	-15	4	103	3	5	25	-3	11	2	-3	-0.3
CCC(C)(C)n1nnnc1C(c1cc2cc3c(cc2[nH]c1=O)OCO3)N1CCCCC1 (centres undefined)	-1	12	108	8	-6	5	-7	-1	3	-8	-0.5
O=[N+]([O-])c1ccc(S(=O)(=O)Nc2ccc(-c3ccc(N4CCOCC4)nn3)cc2)cc1	-1	2	105	20	-3	15	-4	2	18	-20	-0.1
CCOC(=O)Cn1nc(-c2ccccc2)c2ccccc2c1=O	3	0	103	-7	-9	6	2	-1	-53	7	0.6
CC(C)C(=O)Nc1nnc(S(=O)(=O)N2CCCc3ccccc32)s1	4	-8	98	23	-4	.	1	.	1	-23	-1.3
Cc1nc(-c2nc(CC(=O)NNC(=O)c3ccc(Cl)cc3)cs2)cs1	-3	-4	.	12	5	-17	-21	6	0	-12	2.5
COc1cc(NC(=O)[C@H]2CCCN2S(=O)(=O)c2cccc3cccnc23)cc(OC)c1OC	-1	-2	.	-7	-9	-13	2	.	32	7	0.1
CCOc1ccc(NC(=O)CSc2nnc(C)n2CCCOC)cc1	12	3	86	-9	-2	7	-4	1	-1	9	2.6
CC1CC(C)CN(C(=O)c2ccc(N3CC4CC(C3)c3cccc(=O)n3C4)c([N+](=O)[O-])c2)C1 (centres undefined)	14	-6	94	1	7	7	1	0	18	-1	.
CC(=O)c1ccccc1NC(=O)COC(=O)CCC1CCCC1	14	-5	108	11	-5	.	-7	-6	-12	-11	-3.7
Cc1nc2c(C(=O)N3CCCCC3)cnn2c(C)c1Cc1ccccc1F	-12	-1	103	-13	1	2	-4	-1	-5	13	-0.5
CC(=O)Nc1cccc(NC(=O)CS(=O)(=O)c2cn(CC(=O)N(C(C)C)C(C)C)c3ccccc23)c1	-15	5	109	-61	-11	1	-15	0	2	61	-0.7
CCOc1ccc(C(=O)Nc2cc(S(=O)(=O)Nc3ccccc3Cl)ccc2N2CCOCC2)cc1	-13	0	86	-56	3	5	4	-1	18	56	2.1
CC1CN(C(=O)CCC(=O)NCCCN2CCN(Cc3ccccc3)CC2)c2cc(Cl)ccc2O1 (centres undefined)	13	3	107	15	7	16	-9	5	-2	-15	0.9
Cc1cc2nn(-c3ccccc3)nc2cc1NC(=O)c1cccs1	25	-19	99	.	-1	48	-10	0	1	.	-0.4
COc1ccc2c(c1)[nH]c(=O)c1sc3ccccc3c12	-6	4	105	-55	10	-15	?	0	11	55	0.3
COc1ccc(NC(=O)CNc2cccc(S(=O)(=O)N3CCCCCC3)c2)c([N+](=O)[O-])c1	0	0	.	-55	-6	-7	-2	.	48	55	-0.5
New compounds follow.
SMILES	Mot1-301 SUMO	PKA-R1A act	Pemphigus Ab inh	SR-BI DiI-HDL act	PKA-R2B act	MITF act	dFosB activator	NSD2 HMT inh	Arrestin-AP2 inh	SR-BI HDL uptake	CDK5 inh
CCN(CC)S(=O)(=O)c1cccc(C(=O)N[C@H](C(=O)Nc2nc3ccc(F)cc3s2)C(C)C)c1	32	4	99	-36	-3	10	2	0	-7	36	-1.3
CCOC(=O)CSc1[nH]c2cc(OC)ccc2c1[N+](=O)[O-]	-9	-13	104	13	-6	-12	-2	9	-1	-13	-0.7
O=C(N[C@@H]1C/C=C\C[C@H](CC(=O)N(CCO)Cc2ccccc2)C(=O)N[C@@H](Cc2c[nH]c3ccccc23)COC1=O)OCC1c2ccccc2-c2ccccc21	-7	-8	97	-63	-4	-16	-22	.	10	63	-0.2
CC(=O)C1=NOC(CNc2ncc(C(F)(F)F)cc2Cl)C1 (centres undefined)	17	-1	99	-2	-12	23	-4	0	-2	2	1.4
CCOc1ccccc1NC(=O)/C=C/c1ccc(S(=O)(=O)N2CCOCC2)cc1	.	2	95	-63	-6	-10	1	0	16	63	1.9
CCCN(CC1CC1)C(=O)CSc1ncnc2sc(C)c(C)c12	2	5	109	-34	6	-3	-13	0	1	34	-3.8
CC(C)(C)c1ccc(C2=CC(c3ccccc3)n3ncnc3N2)cc1 (centres undefined)	-18	-8	101	-9	7	35	-9	.	-4	9	-0.5
Cn1cnnc1SCC(=O)c1ccc2c(c1)OCO2	-5	-1	104	.	6	.	1	-1	-5	.	0.3
CCOC(=O)C1CCN(C(=O)c2ccccc2NC(=O)c2ccc(Cl)cc2)CC1	-26	5	109	-13	9	6	-1	-1	34	13	3.3
CC1CCCCN1C(=O)Cn1nnc(-c2cccnc2)n1 (centres undefined)	-16	-9	112	-26	-7	6	-1	1	8	26	5.7
Cc1ccc(C)c(NC(=O)CCc2c(C)nn(-c3ccc(N4CCCCC4)nn3)c2C)c1	-7	0	.	-83	1	10	-8	3	-19	83*	1.7
Cc1cccc(C(=O)OCC(=O)NCc2ccco2)c1	22	5	98	4	4	12	-3	0	-3	-4	-0.2
CCN1CCN(C(=O)CCNC(=O)Cn2cnc3ccccc3c2=O)CC1	-14	-3	125	.	-5	1	3	12	21	.	1.1
O=S(=O)(c1ccc(Br)cc1)N1CCC(c2nc3ccccc3[nH]2)CC1	-2	0	112	.	11	-26	3	.	4	.	-3.0
C=CCN1C(=O)c2ccc(C(=O)N(CCOC)c3c(N)n(CCCC)c(=O)[nH]c3=O)cc2C1=O	6	6	103	41	-14	14	-4	-7	-12	-41	0.9
Cc1cc(C(F)F)n2nc(C(=O)Nc3sc4c(c3C#N)CCC(C)C4)nc2n1 (centres undefined)	59	-7	.	-45	-8	.	-6	.	8	45	-0.7
CN(C)S(=O)(=O)c1cccc(NC(=O)CN2C(=O)NC(Cc3ccccc3)C2=O)c1 (centres undefined)	-9	-5	.	18	-2	.	-7	-2	-2	-18	0.2
CCN(CC)S(=O)(=O)c1ccc(N2CCOCC2)c(NC(=O)COc2ccccc2C#N)c1	-11	7	103	-5	-10	-9	-4	-1	-1	5	-6.2
CCOC(=O)c1cc(C(=O)NCc2ccc(Cl)cc2Cl)nn1C	16	-11	103	-2	-19	-1	-6	-3	19	2	0.0
Cc1ccc(OCCNC(=O)c2ccc(NC(=O)CC3SC(N4CCCC4)=NC3=O)cc2)cc1 (centres undefined)	3	6	97	-43	7	-17	-19	-1	-1	43	-1.7
Cc1cc(C(=O)Nc2cnc3ccccc3c2)ccc1[N+](=O)[O-]	-2	-6	93	-34	-8	3	0	.	5	34	-0.4
COc1ccc(OC)c(NC(=O)C2CCCCC2)c1	-20	-15	93	-18	3	-5	-3	0	21	18	0.3

Part of the list above, bar-delimited.
Compound | Mot1-301 SUMO | PKA-R1A act | Pemphigus Ab inh | SR-BI DiI-HDL act | PKA-R2B act | MITF act | dFosB activator | NSD2 HMT inh | Arrestin-AP2 inh | SR-BI HDL uptake | CDK5 inh
C=CCN1C(=O)c2ccc(C(=O)N(CCOC)c3c(N)n(CCCC)c(=O)[nH]c3=O)cc2C1=O | 6 | 6 | 103 | 41 | -14 | 14 | -4 | -7 | -12 | -41 | 0.9
Cc1cc(C(F)F)n2nc(C(=O)Nc3sc4c(c3C#N)CCC(C)C4)nc2n1 (centres undefined) | 59 | -7 | . | -45 | -8 | . | -6 | . | 8 | 45 | -0.7
CN(C)S(=O)(=O)c1cccc(NC(=O)CN2C(=O)NC(Cc3ccccc3)C2=O)c1 (centres undefined) | -9 | -5 | . | 18 | -2 | . | -7 | -2 | -2 | -18 | 0.2
CCN(CC)S(=O)(=O)c1ccc(N2CCOCC2)c(NC(=O)COc2ccccc2C#N)c1 | -11 | 7 | 103 | -5 | -10 | -9 | -4 | -1 | -1 | 5 | -6.2
CCOC(=O)c1cc(C(=O)NCc2ccc(Cl)cc2Cl)nn1C | 16 | -11 | 103 | -2 | -19 | -1 | -6 | -3 | 19 | 2 | 0.0
Cc1ccc(OCCNC(=O)c2ccc(NC(=O)CC3SC(N4CCCC4)=NC3=O)cc2)cc1 (centres undefined) | 3 | 6 | 97 | -43 | 7 | -17 | -19 | -1 | -1 | 43 | -1.7
Cc1cc(C(=O)Nc2cnc3ccccc3c2)ccc1[N+](=O)[O-] | -2 | -6 | 93 | -34 | -8 | 3 | 0 | . | 5 | 34 | -0.4
COc1ccc(OC)c(NC(=O)C2CCCCC2)c1 | -20 | -15 | 93 | -18 | 3 | -5 | -3 | 0 | 21 | 18 | 0.3
